# Assay outcomes from PubChem BioAssay.
# KDM5B inhibitor = inhibitors of human KDM5B histone demethylase | 220,000 tested, 2.6% active | Potency, µM (titrated, usually from 57.7 µM), for the others: at the highest dose activity change, negative = inhibition, usual class: inhibitors | AID 1347165 | KDM5B demethylase, FDH-coupled NADH fluorescence (FDH is formaldehyde dehydrogenase); active = well fitted inhibition curve with a large enough effect; inconclusive = small, poorly fitted or top-dose-only effect; inactive = no such curve, though single readings can be large or run the other way; note: 0% is about no effect; nearly all actives have a fitted effect of over 70% in size
# Target sequence (Q9UGL1 whole entry, looked up): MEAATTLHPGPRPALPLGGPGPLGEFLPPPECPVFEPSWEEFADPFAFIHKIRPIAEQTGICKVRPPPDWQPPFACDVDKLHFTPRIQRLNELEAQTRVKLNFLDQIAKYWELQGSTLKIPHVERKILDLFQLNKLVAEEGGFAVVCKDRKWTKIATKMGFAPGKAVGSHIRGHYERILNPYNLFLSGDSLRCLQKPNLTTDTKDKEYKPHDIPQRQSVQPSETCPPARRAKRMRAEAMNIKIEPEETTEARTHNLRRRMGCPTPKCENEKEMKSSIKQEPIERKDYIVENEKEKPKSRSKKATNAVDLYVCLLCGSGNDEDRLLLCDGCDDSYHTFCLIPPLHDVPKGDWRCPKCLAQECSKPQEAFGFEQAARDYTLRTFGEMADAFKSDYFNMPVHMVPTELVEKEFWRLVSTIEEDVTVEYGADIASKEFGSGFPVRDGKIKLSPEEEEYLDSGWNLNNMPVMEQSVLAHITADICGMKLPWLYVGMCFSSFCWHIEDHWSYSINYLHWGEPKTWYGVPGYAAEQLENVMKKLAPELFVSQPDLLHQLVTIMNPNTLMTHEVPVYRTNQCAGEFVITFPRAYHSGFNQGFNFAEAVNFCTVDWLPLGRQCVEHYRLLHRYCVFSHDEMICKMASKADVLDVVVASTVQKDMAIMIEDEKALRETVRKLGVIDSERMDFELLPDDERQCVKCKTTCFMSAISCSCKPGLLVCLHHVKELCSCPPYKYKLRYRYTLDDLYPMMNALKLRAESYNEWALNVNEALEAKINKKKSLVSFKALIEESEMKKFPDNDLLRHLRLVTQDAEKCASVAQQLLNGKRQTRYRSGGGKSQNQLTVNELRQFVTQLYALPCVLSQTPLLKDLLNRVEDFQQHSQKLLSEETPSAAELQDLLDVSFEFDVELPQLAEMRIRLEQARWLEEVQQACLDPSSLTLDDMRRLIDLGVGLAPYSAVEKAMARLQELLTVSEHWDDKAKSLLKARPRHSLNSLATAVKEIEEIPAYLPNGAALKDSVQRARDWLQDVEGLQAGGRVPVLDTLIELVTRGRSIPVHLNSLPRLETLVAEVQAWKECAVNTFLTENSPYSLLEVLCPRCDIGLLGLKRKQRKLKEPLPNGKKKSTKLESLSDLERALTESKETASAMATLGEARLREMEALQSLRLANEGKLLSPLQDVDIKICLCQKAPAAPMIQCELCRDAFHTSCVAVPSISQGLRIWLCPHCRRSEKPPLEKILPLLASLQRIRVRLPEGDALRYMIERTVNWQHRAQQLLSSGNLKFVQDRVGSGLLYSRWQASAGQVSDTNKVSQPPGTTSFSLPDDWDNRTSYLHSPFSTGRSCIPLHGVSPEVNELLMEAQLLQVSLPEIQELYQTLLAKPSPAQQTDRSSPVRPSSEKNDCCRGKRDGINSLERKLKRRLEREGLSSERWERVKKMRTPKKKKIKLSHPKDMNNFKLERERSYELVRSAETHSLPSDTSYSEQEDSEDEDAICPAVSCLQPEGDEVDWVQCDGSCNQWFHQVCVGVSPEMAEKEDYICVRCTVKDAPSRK
#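 Here, H3K4me3 peptide (12.5 µM in substrate mix) is demethylated by KDM5BΔAP, 200 nM final, after 10 min compound exposure. Formaldehyde product is coupled through FDH (0.25 U/mL in mix) to NADH fluorescence; 30-min ΔRFU feeds dose-response curves.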
# * hit, by the source's call; i = inactive; u = inconclusive; [ ] = remark or other dose. Potency is the fitted concentration of half-maximal effect.
SMILES,KDM5B inhibitor
CCCCCCNC(=O)c1nccnc1N,i
Cc1oc(C(O)c2ccccc2)nc1C(=O)Nc1ccc2c(c1)CC(=O)N2 (stereo not drawn),-35.0%[86.2 µM]
COc1ccc2cc(C(=O)N3CC4CC(C3)[C@H]3CCCC(=O)N3C4)[nH]c2c1 (stereo partly drawn),-3.9%
CCCCC(=O)N1CCC2(CC1)SCC(=O)N2c1ccc(Cl)cc1,u
CC1=C[C@@H](CNC(=O)C2CC2)[C@H](C(C)C)C[C@H]1Cc1nnc(-c2cncn2C)o1,1.9%[86.2 µM]
O=C(NC1CCCC1)c1ccc(CN2C(=O)NC3(CCS(=O)(=O)CC3)C2=O)cc1,-8.9%
O=C(COc1ccccc1-c1noc(-c2ccc(Cl)cc2)n1)NCc1ccccc1,-23.8%
C[C@@H]1C(=O)O[C@H]2[C@H]1CC[C@@]1(C)Cc3sc(NCc4ccccc4)nc3[C@@H](C)[C@H]21,u
Cc1ccc(-n2nnnc2SCC(=O)N(Cc2ccco2)C2=CCCCC2)cc1C,-10.9%
Cc1cccnc1CN(C)c1cc(C2CC(O)C2)ncn1 (stereo not drawn),15.5%
Cc1nc(C)n(CCNS(=O)(=O)c2ccc(C)c(C)c2)n1,-6.5%
CC1CCCCC1NC(=O)c1cc(-c2ccccc2)nc2ccccc12 (stereo not drawn),7.6%
COCC(=O)NC1CCC12CCN(S(=O)(=O)c1c(C)noc1C)CC2 (stereo not drawn),30.0%
CCOC(=O)c1cc(-c2ccc(OC)cc2)nn1Cc1ccccc1,u
COc1ccccc1-c1onc(C)c1C(=O)NCCc1cccc(Cl)c1,u
O=C(/C=C/c1ccc2c(c1)OCCCO2)OCc1ccccn1,u
Cc1nc2nc(SCC(=O)c3ccc4ccccc4c3)[nH]c2cc1Br,12.2%
OCCC1CN(Cc2cc3c(cc2Cl)OCO3)CCN1C1CCCC1 (stereo not drawn),33.5%[activator]
Cc1onc(-c2ccccc2Cl)c1C(=O)Nc1ccc(C(N)=O)cc1,-4.7%
Cc1ccc(OCCC2CCN(C(=O)Nc3cccc(C)c3)C2)cc1 (stereo not drawn),-9.9%
O=C(O)c1ccc(/C=C/C(=O)c2ccc(N3CCOCC3)cc2)cc1,-9.5%
O=C(Nc1ccc(F)cc1F)c1cnn2c3c(cnc12)CCCCC3,-13.0%
Cc1cc(=O)oc2c(C)c(OCC(=O)Nc3nc4ccccc4[nH]3)ccc12,13.6%
C/C=C/Cn1c(N2CCCCC2)nc2c1c(=O)[nH]c(=O)n2C,-13.1%
O=C(NCc1ccc(F)cc1)C1CCc2nnc(C3CCN(C(=O)c4cccnc4)CC3)n21 (stereo not drawn),27.2%[149 µM]

# New compounds follow
SMILES,KDM5B inhibitor
Cc1ccc(NC(=O)N2CCN(c3cc(-c4noc(C)n4)ccc3C)CC2)c(F)c1,-5.4%
CCCCCNc1ncnc2c1CN(c1ccccc1)C(=O)N(C)C2,u
O=C(NCCc1c[nH]c2ccc(Cl)cc12)c1ccncc1,-16.0%
CC(NC(=O)c1[nH]c2ccccc2c1Cl)c1ccc(F)c(F)c1 (stereo not drawn),-19.2%
Cc1cc(C)c(C(=O)NC2CCC(C)CC2)c(C)c1 (stereo not drawn),15.3%
O=C(Cc1csc2ccccc12)NCc1ccc(F)cc1,-5.6%
CCCCNC(=O)CNC(=O)c1nn(-c2ccc(OC)cc2)c(=O)c2ccccc12,16.2%
COc1ccccc1NC(=O)C1=C(C)Nc2nc(SC)nn2C1c1cccnc1 (stereo not drawn),15.5%
COc1cc(OC)c(OC)cc1/C=C1\Oc2cc(OS(=O)(=O)c3ccccc3)ccc2C1=O,-10.3%
CCc1nc2c(c(-c3ccc(O)cc3)n1)CCN(Cc1ccncc1)CC2,-13.4%
Cc1ccccc1S(=O)(=O)N1CCC(CCC(=O)N2CCc3ccccc3C2)CC1,u
CC(C)CNc1oc(COc2ccc3c(c2)OCO3)nc1C#N,-9.8%
O=C(CN1C(=O)c2cccc([N+](=O)[O-])c2C1=O)NCc1ccccc1,40.9%[activator]
CCCCNC(=O)C1(c2ccc(NC(=O)C(C)C)cc2)CCCCC1,20.5%
CC(=O)c1cccc(Nc2ccc3cc(S(=O)(=O)N4CCC(C)CC4)ccc3n2)c1,u
O=C(NC1CCCCC1)N1C2CCC1CN(C1CCNCC1)C2,23.1%[149 µM]
COc1ccc(OC)c(-c2noc(CSc3nnc(-c4ccccc4)n3-c3ccccc3)n2)c1,-2.4%
CCOC(=O)c1[nH]c(C)c(/C(O)=C2\C(=O)C(=O)N(CCCN3CCOCC3)C2c2cccs2)c1C (stereo not drawn),u
COCc1nc(C2CCCN(C(=O)Cc3cccc(F)c3)C2)no1 (stereo not drawn),-7.9%
CCCC1(C(=O)O)CCCN(C(=O)c2cccnc2OCC)C1 (stereo not drawn),-8.9%
Cc1cc(C)c(/C=C/c2onc(C)c2S(=O)(=O)N2CCC(C(=O)NCCc3ccccc3)CC2)c(C)c1,-2.1%
Fc1ccccc1CSc1ccc(-c2cccs2)nn1,9.5%
CCOC(=O)C1=C(C)N(CC)C(=O)NC1c1ccc(OC(F)F)cc1 (stereo not drawn),10.8%
Cn1c(=O)[nH]c(=O)c2c1nc(SCCO)n2CCCc1ccccc1,2.2%
Cc1ccc(C2Cn3nnc(C(=O)N4CCN(C(=O)c5ccccn5)CC4)c3CO2)cc1 (stereo not drawn),-7.2%

# Six consecutive entries already listed:
SMILES,KDM5B inhibitor
COCc1nc(C2CCCN(C(=O)Cc3cccc(F)c3)C2)no1 (stereo not drawn),-7.9%
CCCC1(C(=O)O)CCCN(C(=O)c2cccnc2OCC)C1 (stereo not drawn),-8.9%
Cc1cc(C)c(/C=C/c2onc(C)c2S(=O)(=O)N2CCC(C(=O)NCCc3ccccc3)CC2)c(C)c1,-2.1%
Fc1ccccc1CSc1ccc(-c2cccs2)nn1,9.5%
CCOC(=O)C1=C(C)N(CC)C(=O)NC1c1ccc(OC(F)F)cc1 (stereo not drawn),10.8%
Cn1c(=O)[nH]c(=O)c2c1nc(SCCO)n2CCCc1ccccc1,2.2%

# (cont.)
SMILES,KDM5B inhibitor
CC(C)Cc1ccc(C(C)NC(=O)C2CC2)cc1 (stereo not drawn),0.3%
OC1(CN2CCCCC2)CCN(c2nc3ccccc3s2)C1 (stereo not drawn),26.7%
Cc1ccc(NC(=O)C2CCCN2S(=O)(=O)c2ccc3c(c2)CCCC(=O)N3)cc1C (stereo not drawn),-2.4%
COC(=O)CNC(=O)c1ccc(F)cc1,-0.7%
CCN(Cc1ccccc1)C(=O)CN1C(=O)COc2ccc(S(=O)(=O)N(CC)CC)cc21,-53.7%
CN(C)[C@@H]1CN(Cc2ccncc2F)CC[C@@H]1CNC(=O)C1CC1,-13.6%
CN(C1CCCCC1)S(=O)(=O)c1ccc2c(c1)c(=O)c(C(=O)N1CCN(c3ccc(F)cc3)CC1)cn2C,u
CCc1ccc(C(=O)NC2CCN(c3ccccc3)C2=O)cc1 (stereo not drawn),-8.9%
Cc1cccc(Nc2nc(N)c([N+](=O)[O-])c(NCc3ccccc3)n2)c1,-12.4%
O=C(NNC(=O)c1ccccc1Br)c1ccc2nc[nH]c2c1,8.3%
CC(=O)c1cccc(NC(=O)c2nc(-c3ccccc3)n(-c3ccccc3)n2)c1,-34.1%
N#Cc1nc(COc2ccccc2F)oc1N1CCN(c2ccccc2)CC1,1.8%
O=C(CCC1N=C2c3ccccc3N=C(SCc3cccc(Cl)c3)N2C1=O)N1CCN(c2ccccc2)CC1 (stereo not drawn),13.1%
O=C(c1ccccn1)N1CCCC(n2cc(-c3nc(-c4ccccc4)no3)nn2)C1 (stereo not drawn),6.9%
COc1ccc(-c2ccnc3nc(CCc4ccc(OC)c(OC)c4)nn23)cc1,25.1µM*
O=C(NC1CCN(c2cc(-c3ccc(F)cc3)[nH]n2)C1)c1ccc(Br)o1 (stereo not drawn),u
COC(=O)c1ccc(S(=O)(=O)N2CCCN(Cc3ccc(F)cc3)CC2)n1C,0.0%
CCc1noc(C)c1C(=O)OC(C)C(=O)c1c[nH]c2ccccc12 (stereo not drawn),6.4%
O=C(CC1C(=O)NCCN1C(=O)Nc1ccccc1)Nc1ccc(F)cc1 (stereo not drawn),18.9%
COc1ccc(OC)c(NC(=O)c2c(N3CCCC3=O)c3cc(OC)ccc3n2C)c1,u
Cc1nc(CCC(=O)N(C)CC2CCN(CCc3cccc(F)c3)CC2)n[nH]1,24.0%
CCCCn1c(=O)n(CC(=O)Nc2cc(C)on2)c(=O)c2c1ncn2Cc1ccccc1,-13.8%
CSc1nnc(C)c(=O)n1COC(=O)c1ccccc1,27.0%
c1ccc(CCCN2CC[C@H](c3nc4ccccc4[nH]3)C2)cc1,-20.9%[86.2 µM]
COc1ccccc1N1CCN([C@@H]2[C@H](O)[C@H](CO)O[C@@H]2CNS(C)(=O)=O)CC1,-22.3%

# Random excerpt: 7 records from the list, in no set order.
SMILES,KDM5B inhibitor
O=C(NNC(=O)c1ccccc1Br)c1ccc2nc[nH]c2c1,8.3%
CCCCn1c(=O)n(CC(=O)Nc2cc(C)on2)c(=O)c2c1ncn2Cc1ccccc1,-13.8%
O=C(c1ccccn1)N1CCCC(n2cc(-c3nc(-c4ccccc4)no3)nn2)C1 (stereo not drawn),6.9%
O=C(NC1CCN(c2cc(-c3ccc(F)cc3)[nH]n2)C1)c1ccc(Br)o1 (stereo not drawn),u
CCc1ccc(C(=O)NC2CCN(c3ccccc3)C2=O)cc1 (stereo not drawn),-8.9%
COC(=O)c1ccc(S(=O)(=O)N2CCCN(Cc3ccc(F)cc3)CC2)n1C,0.0%
CCc1noc(C)c1C(=O)OC(C)C(=O)c1c[nH]c2ccccc12 (stereo not drawn),6.4%

# Following part:
SMILES,KDM5B inhibitor
O=C(NC1CC1)[C@@H]1C[C@H](Oc2ccccc2)CN1C(=O)c1ccccn1,-2.4%
CC(=O)Nc1nc2ccc(NC(=O)CCC(=O)N3CCCCCC3)cc2s1,-1.8%
CCN1CCN(c2ncnc3c2cnn3-c2ccc(F)cc2)CC1,u
COc1ccc(-c2nc3c(c(SCC(=O)N4CCCCC4)n2)Cc2cc(C)ccc2O3)cc1,u
O=C(CCc1cccs1)Nc1ccc(N2CCOCC2)cc1,-16.9%
O=C(Nc1cccc(Br)c1)c1ccc2c(c1)CCC2,3.3%
Cc1ccc2c(CC(=O)N(Cc3ccc(N(C)C)cc3)Cc3ccco3)coc2c1C,-19.8%
O=C(NC1CC1)c1cc(C2CC2)nc2onc(C3CCNC3)c12 (stereo not drawn),u
CCOc1cc(CNC(=O)c2ccc3c(c2)N(C)C(=O)C2CCCCN32)cc(OCC)c1OCC (stereo not drawn),u
Cc1ccsc1[C@@H]1CCN(C(=O)c2ccc(-n3cnnn3)cc2)C[C@H]1O,u
CCN(CC)c1ccc(C(=O)N2CCCC(n3cc(-c4nc(C)no4)nn3)C2)cc1 (stereo not drawn),-17.6%
CN1C[C@H](NCc2ccc(F)cc2)CCC[C@@H](C(=O)N(C)Cc2cccnc2)CC1=O,5.4%[86.2 µM]
Cc1nc(C)c(C(=O)N2CCOc3ccc(CN4CCCCC4)cc3C2)s1,-23.0%
COc1ccc(Cl)cc1NC(=O)C1CN(S(C)(=O)=O)CC12CCCCC2 (stereo not drawn),12.7%
CCCCNC(=O)c1cccc(I)c1,12.2%
CN(C)C(=O)c1ccc(Br)s1,3.6%
Cc1c(C(=O)N2CC[C@](C)(O)[C@@H](O)C2)[nH]c2c(F)cccc12,10.1%
O=CNNC(=S)Nc1ccc(Br)cc1,9.0%
COc1cccc2cc(-c3cc(=O)oc4cc(C)c(OS(C)(=O)=O)cc34)oc12,-9.0%
CC(C)CC(=O)N1CCN(c2ccc(NC(=O)c3ccco3)cc2)CC1,22.9%
O=C(CSc1nc(-c2ccccc2)cn1-c1ccccc1)Nc1ccccc1,-18.2%
Cc1ccccc1OCC(O)Cn1c(NCCc2ccccc2)nc2c1c(=O)[nH]c(=O)n2C (stereo not drawn),-5.6%
O=C(Nc1ccc(NS(=O)(=O)c2ccc([N+](=O)[O-])cc2)cc1)c1ccco1,24.1%
Cc1c(C)c2ccc(OCC(=O)NCCN(C)C)c(C)c2oc1=O,u
CCCc1cc(=O)oc2cc(OS(=O)(=O)c3cc(Br)ccc3OCC)ccc12,u

# New compounds follow
SMILES,KDM5B inhibitor
CCCOc1ccc(CN2C[C@@H](CO)[C@H](C(=O)N(C)C)C2)cc1OC,7.4%
COc1ccccc1C1=NOC(COC(=O)c2ccc([N+](=O)[O-])cc2)C1 (stereo not drawn),-2.1%
Cc1ccc2nc(C)c(C(=O)N3CCN(Cc4ccccc4F)CC3)cc2c1,7.2%
C#CCOc1c(Cl)cc(/C=C(/C#N)C(=O)OCC)cc1OC,16.2%
O=C(Nc1ccc(F)cc1)Nc1ccccc1C(=O)NCCN1CCNC1=O,17.0%
COc1ccc(C(=O)N2CCCN(c3cc(-c4ccc(F)cc4)[nH]n3)CC2)c(C)c1,-41.4%
O=C(c1cc(C2CC2)[nH]n1)N1C[C@@H](CO)[C@H](c2ccccn2)C1,u
O=C(Cc1ccc(F)cc1)NC1CCN(c2cc(-c3ccc(F)cc3)[nH]n2)CC1,-20.5%
CCCn1nccc1C(=O)NCc1cccnc1Oc1ccc(C)nc1,31.6µM*
CC(C)CCN1CCC(N2CCN(C(=O)c3cc(F)ccc3F)CC2)C1=O (stereo not drawn),-1.0%
CCOc1cc(/C=C2\CN(CC)C/C(=C\c3ccc(O)c(OCC)c3)C2=O)ccc1O,u
O=c1n(Cc2ccccc2Cl)nc2n1CCCCC2,-3.1%
Cc1c(Cl)ccc2sc(N3CCN(C(=O)CCS(=O)(=O)c4ccc(F)cc4)CC3)nc12,-28.0%
O=C(CSc1nc2ccccc2[nH]1)N1CCN(S(=O)(=O)c2ccccc2)C1,19.3%
COC(=O)c1cc(C)nc2c1c(=O)nc(SCc1cccc(C(F)(F)F)c1)n2C1CC1,-2.9%
OCc1cccc(Nc2nc(-c3cccs3)nc3ccccc23)c1,u
N#Cc1ccc(OCC(=O)c2ccc3c(c2)CCC3)cc1,12.4%
COc1cccc(CN2CC[C@H](c3nc4cc(Cl)ccc4o3)C2)c1,u

# This is a subset. The share of hits here may be higher or lower than overall.
